Assay outcomes deposited in PubChem BioAssay by National Center for Advancing Translational Sciences (NCATS).
TexasRed fluor: Total Fluorescence Counterscreen for Inhibitors of the Interaction of Thyroid Hormone Receptor and Steroid Receptor Coregulator 2; TRb/SRC2 Texas Red total fluorescence interference; Potency, µM (doses to about 106 µM), for the others: at the highest dose fluorescence change, negative = quenching; hit rate 0.29% among 280,000; active = well fitted curve in either direction with a large enough effect; inconclusive = small, poorly fitted or top-dose-only effect; note: % is set by controls: 0 for no effect and ±100 for the full control effect
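Human TRb ligand-binding domain at 0.6 uM with 20 nM Texas Red SRC2 peptide in Tris buffer containing 1 uM T3 and 5% DMSO, incubated with compound 5 h at ambient temperature. Total fluorescence (555/632 nm) calculated as parallel + 2 × perpendicular.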
Tau fibril FP: qHTS for Inhibitors of Tau Fibril Formation, Fluorescence Polarization; Microtubule-associated protein tau (Homo sapiens), P10636; K18 P301L tau heparin fibrillization, Alexa594 FP, 6 h; Potency, µM (series often up to 57.7 µM), for inactives: at the top dose activity, negative = inhibition, actives largely listed as inhibitors; hit rate 0.39% among 280,000; AID 1468, 2008; note: % is set by controls: 0 for no effect and ±100 for the full control effect; nearly all actives have a fitted effect of over 55% in size
Target sequence (P10636 561-689 P618L limits assumed): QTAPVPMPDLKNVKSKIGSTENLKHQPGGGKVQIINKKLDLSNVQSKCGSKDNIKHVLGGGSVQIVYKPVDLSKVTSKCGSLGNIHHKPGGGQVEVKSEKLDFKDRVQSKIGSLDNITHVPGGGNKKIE
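Read-out: fluorescence polarization of Alexa 594-labeled tau (0.24 uM), 555 nm excitation, 632 nm emission. Mixtures held 15 uM unlabeled K18 P301L, compound and 20 uM heparin, pH 7 acetate buffer, incubated 6 hr at 37 C.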
Tau fibril ThT: qHTS for Inhibitors of Tau Fibril Formation, Thioflavin T Binding | recombinant tau K18 P301L, heparin-induced fibrillization, ThT fluorescence | Potency, µM (titrated, usually from 57.4 µM), for the others: at the highest dose activity, negative = inhibition, usual class: inhibitors | hit rate 2.1% among 270,000 | AID 1460, 2008; note: % is set by controls: 0 for no effect and ±100 for the full control effect; nearly all actives have a fitted effect of over 55% in size
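Using a mix of unlabeled (15 uM) and Alexa 594-labeled (0.24 uM) tau K18 P301L, heparin-triggered fibrillization over 6 hr at 37 C was scored by ThT fluorescence.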
L3MBTL1 inh: qHTS Assay for the Inhibitors of L3MBTL1; Lethal(3)malignant brain tumor-like protein 1 (Homo sapiens), Q9Y468; AlphaScreen L3MBTL1–H3K9me1 peptide binding; Potency, µM (highest dose often 57.1 µM), for inactives: at the highest dose activity, negative = inhibition, actives largely listed as inhibitors; hit rate 0.66% among 230,000; note: % is set by controls: 0 for no effect and ±100 for the full control effect; nearly all actives have a fitted effect of over 60% in size
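AlphaScreen proximity signal between nickel-chelate acceptor and streptavidin donor beads (final 10 ug/mL) reports binding of 50 nM L3MBTL1 to 75 nM biotin-H3 K9me1 peptide; complex incubated with compounds 30 min at room temperature; cefsulodin titration as control.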
RECQ1 helicase: qHTS Assay for Inhibitors of RecQ-Like Dna Helicase 1 (RECQ1); ATP-dependent DNA helicase Q1 (Homo sapiens), P46063; RECQ1 DNA unwinding, red fluorescence kinetic read; Potency, µM (titrated, usually from 57.3 µM), without a hit: at the highest dose activity, negative = inhibition, actives largely listed as inhibitors; hit rate 0.54% among 240,000;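 note: plate controls were vehicle for no effect and no enzyme for full effect; nearly all actives have a fitted effect of over 30% in size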
Target sequence (P46063 whole entry, looked up): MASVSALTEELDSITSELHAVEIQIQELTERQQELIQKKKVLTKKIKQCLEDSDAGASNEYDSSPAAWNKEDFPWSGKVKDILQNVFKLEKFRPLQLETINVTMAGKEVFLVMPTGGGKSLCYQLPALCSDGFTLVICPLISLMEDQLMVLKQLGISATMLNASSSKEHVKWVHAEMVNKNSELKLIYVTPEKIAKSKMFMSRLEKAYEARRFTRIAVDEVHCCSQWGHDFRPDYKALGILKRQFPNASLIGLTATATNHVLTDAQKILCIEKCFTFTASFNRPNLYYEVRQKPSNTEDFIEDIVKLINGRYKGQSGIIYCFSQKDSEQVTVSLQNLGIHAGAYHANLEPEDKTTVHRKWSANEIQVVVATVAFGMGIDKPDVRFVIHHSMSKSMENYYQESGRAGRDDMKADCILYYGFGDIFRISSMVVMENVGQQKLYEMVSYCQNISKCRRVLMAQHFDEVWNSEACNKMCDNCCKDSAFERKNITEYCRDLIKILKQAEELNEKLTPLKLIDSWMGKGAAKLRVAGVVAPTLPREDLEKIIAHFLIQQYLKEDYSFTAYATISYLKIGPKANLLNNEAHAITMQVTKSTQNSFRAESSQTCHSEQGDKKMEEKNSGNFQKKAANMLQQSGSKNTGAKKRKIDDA
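RECQ1T1 50 nM; forked duplex (20 bp + 30-nt ss tails) 200 nM, ATP 2 mM final; pH 8.0, 2 mM MgCl2, 2.5 ug/ml poly(dI-dC); 15 min compound preincubation; discontinuous kinetic read over 2 h at RT.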
Tau fluor cs: Counterscreen qHTS for Inhibitors of Tau Fibril Formation, Fluorescence Polarization | hit rate 0.93% among 280,000 | tau K18 P301L (four-repeat tau fragment) Alexa594 fluorescence, heparin fibrillization | Potency, µM (series often up to 57.7 µM), without a hit: top-dose activity change, negative = decrease; note: % is set by controls: 0 for no effect and ±100 for the full control effect; nearly all actives have a fitted effect of over 55% in size
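Human K18 P301L tau (15 uM unlabeled plus 0.24 uM Alexa 594-labeled, final) in 100 mM sodium acetate pH 7 was mixed with compound and 20 uM heparin and incubated 6 hr at 37 C.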
HTT ATP protect: qHTS Multiplex Assay to Identify Dual Action Probes in a Cell Model of Huntington: Cytoprotection (ATP); PC12 HTT-Q103 induced, cytoprotection, ATP luminescence, 40 h; Potency, µM (highest dose often 56.4 µM), inactives show cytoprotection (ATP increase), most hits filed as activators; hit rate 0.14% among 230,000; AID 1471, 2008;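 note: % of control where 0% means no effect; nearly all actives have a fitted effect of over 45% in size; toxic huntingtin expression switched on by the ecdysone agonist tebufenozide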
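Readout: ATPlite luminescence (ATP level). Model: stable PC12, inducible Htt exon1 Q103-GFP. Inducer: tebufenozide, 100 nM final. Compounds: dose series. No G418 in medium.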
TRb SRC2 PPI: qHTS for Inhibitors of the Interaction of Thyroid Hormone Receptor and Steroid Receptor Coregulator 2; hit rate 0.065% among 280,000; Thyroid hormone receptor beta (Homo sapiens), P10828; TRbeta-SRC2 peptide binding, fluorescence polarization; receptor liganded with 1 µM T3; Potency, µM (titrated, usually from 106 µM), without a hit: at the top dose activity change, negative = inhibition, actives largely listed as inhibitors; AID 1469, 2008;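 note: plate controls were bound peptide for no effect and peptide without receptor for full effect; nearly all actives have a fitted effect of over 50% in size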
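Human TRb LBD (0.6 uM) plus Texas Red-labeled SRC2 peptide (20 nM), 1uM T3, 5% DMSO, 5 hr at ambient temperature. Decreased polarization (555/632 nm) flags inhibition; data normalized to free and bound peptide controls.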
Starred values were filed as active, the others as inactive; i = inactive; ? = inconclusive; nt = not tested or not shown; & = joins results of further samples; [ ] = another dose, or the depositor's remark. Unless noted, calls come from the whole dose curve; as a rule, active = well fitted curve in the direction sought with a large enough effect; inconclusive = small, poorly fitted or top-dose-only effect, or another doubt; inactive = no such curve, though single readings can be large; an effect the other way counts as inactive or inconclusive. Potency is the fitted concentration of half-maximal effect.

Value order – TexasRed fluor | Tau fibril FP | Tau fibril ThT | L3MBTL1 inh | RECQ1 helicase | Tau fluor cs | HTT ATP protect | TRb SRC2 PPI
- Cc1cc(C)nc(NS(=O)(=O)c2ccc(NC(=O)CN3C(=O)C4CC=CCC4C3=O)cc2)n1 (stereo unspecified)
  0% | 6% | 7% | -4% | -6% | 7% | -27% | -3%
- CC(C)(C)C(=O)NNC(=O)CCCOc1ccc(Cl)cc1Cl
  -2% | -4% | 4% | 5% | -1% | -4% | 10% | 3%
- COc1cc(NC(=O)c2cccs2)c(C(=O)OCC(=O)c2cc(C)n(-c3ccccc3)c2C)cc1OC
  -5% | 5% | 0% | -18% | i | 3% | 26%[10 µM] | 0%
- Cc1ccc(S(=O)(=O)NCC(=O)OCC(=O)c2cc(C)n(-c3ccccc3)c2C)cc1
  1% | 13% | -16% | -2% | 0% | -9% | 10%[10 µM] | 0%
- Cc1ccc(OCCC(=O)OCC(=O)Nc2cc(S(=O)(=O)N(C)C)ccc2C)cc1
  0% | -1% | -9% | -4% | i | -4% | -30% | -6%
- O=C1NC(=S)N/C1=C/c1cc([N+](=O)[O-])ccc1N1CCOCC1
  -11% | -4% | ? | nt | -5% | -15% | -16% | 1%
- CCCOc1ccc(C(=O)Nc2ccc(NC(=O)c3ccccc3)c(Br)c2)cc1
  6% | -7% | ? | nt | nt | 3% | nt | -7%
- Nc1ccc(-c2n[nH]c(=O)c3ccccc23)cc1N
  2% | 7% | ? | -18%[11.4 µM] | -6% | -10% | 12% | -12%
- CCOc1cccc2cc(C(=O)N3CCN(C/C=C/c4ccccc4)CC3)c(=O)oc12
  1% | -3% | -17% | -26% | -1% | -9% | 19%[10 µM] | -11%
- CC(=O)NCCn1c(SCC(=O)NCc2ccco2)nc2ccccc2c1=O
  -3% | -3% | -9% | 3% | -5% | -4% | 22% | 6%
- O=C(NC1CCSC1=O)C1CCCCC1 (stereo unspecified)
  -1% | 0% | -8% | 11% | -1% | -2% | -3%[10 µM] | -2%
- O=S(=O)(c1ccc(Cl)c(NC(=S)Nc2ccccc2N2CCOCC2)c1)N1CCOCC1
  -1% | 4% | 3% | -12% | -3% | -1% | 25%[10 µM] | -3%
- Cc1ccc2c(Cl)cc(Cl)c(OCC(=O)NC(C)(C)C)c2n1
  1% | 6% | -14% | 10% | -9% | -16% | 10%[10 µM] | -3%
- Cc1ccc(C(=O)N2CCN(c3ccc([N+](=O)[O-])c(NCc4ccco4)c3)CC2)cc1
  -8% | 5% | ? | -29% | i | -17% | -23% | -7%
- Cc1cs/c(=N/C(=S)Nc2ccccc2)n1C
  -1% | -3% | 2% | -18% | 0% | 1% | -6%[10 µM] | 4%
- CCn1ccnc1CC1COc2ccccc2O1 (stereo unspecified)
  -2%&0% | -6%&-1% | -5%&2% | -5% | 1% | -13%&3% | ? | 0%&4%
- Cc1ccc(C)c(-n2c(-c3ccc4c(c3)OCO4)n[nH]c2=S)c1
  1% | -7% | -15% | -9% | -2% | -10% | -14% | 7%
- CC(CCc1ccccc1)C(=O)NO (stereo unspecified)
  -1% | -1% | 3% | 8% | -4% | 1% | 8% | 0%
- Cc1ccccc1-c1nnc(SCC(=O)N(C)C2CCCCC2)o1
  -5% | ? | 1% | nt | nt | 1% | nt | 1%
- CC(C)CC(=O)N1CC(=O)Nc2ccc(F)cc2C1c1ccccc1 (stereo unspecified)
  -2% | -6% | -8% | nt | nt | -13% | nt | 6%
- O=C(CCN1CCCC1)Nc1ccc(Br)cc1
  2% | -5% | -9% | -6% | -2% | -8% | 13%[1.9 µM] | -17%
- Cc1cc(=O)[nH]c(SCC(=O)Nc2cc(S(=O)(=O)N(C)C)ccc2Cl)n1
  -2% | -6% | 1% | -14% | 3% | -3% | -49%[inhibitor] | -3%
- O=C(COCc1nc2ccccc2c(=O)[nH]1)NCC1CCCCC1
  -1% | -3% | -4% | 7% | -8% | -2% | 11%[10 µM] | -8%
- CCc1ccc(NC(=S)NC2CC3CCCC(C2)N3Cc2ccccc2)cc1 (stereo unspecified)
  -1% | -14% | 5% | -33% | i | 0% | 21%[10 µM] | -3%
- COc1ccc(/C=N/NC(=O)CNS(=O)(=O)c2ccc(C)cc2)cc1
  1% | -10% | -14% | 4% | i | -12% | 34%[10 µM] | 6%
- O=C(Nc1ccc2c(c1)CCC2)c1cnccn1
  2% | -4% | -11% | -10% | -12% | -1% | -39%[10 µM] | 0%
- COc1ccc(CC(=O)N(CC2CCCO2)c2nc3ccccc3s2)cc1 (stereo unspecified)
  -1% | -10% | 3% | -1% | -3% | -18% | -7%[10 µM] | 2%
- Cc1ccc([N+](=O)[O-])cc1-c1ccc(/C=N\n2nnnc2N)o1
  -2% | -4% | -8% | -2% | -19% | -2% | nt | 3%
- CC(=C1C(=O)c2ccccc2C1=O)N1CCN(c2ccc(F)cc2)CC1
  0% | -1% | ? | -9% | 5% | ? | -3%[10 µM] | 0%
- CC(=O)Nc1ccc(NS(=O)(=O)Cc2ccccc2)cc1
  -3% | 7% | -2% | -4% | 15% | 3% | 4% | -3%
- Cc1cccc2c(N=Nc3ccc(S(=O)(=O)Nc4ccc(Cl)cc4)cc3[N+](=O)[O-])c(O)[nH]c12
  -4% | 3% | ? | -16% | i | ? | 9% | 2%
- CCOC(=O)N1CCC(NC(=O)c2cnn(-c3ccc(OC)cc3)c2C2CCN(C(=O)OC(C)(C)C)CC2)CC1
  2% | 7% | -14% | nt | nt | -14% | nt | 0%
- CCCn1nnc(NC(=S)NC(=O)CC)n1
  -2% | -16% | -5% | nt | -4% | -12% | 4% | -8%
- CSCCC(NC(=O)c1ccccc1)C(=O)NC1CCCC1 (stereo unspecified)
  -2% | 3% | 5% | ? | 1% | 4% | 3% | -1%
- C=CCn1c(SCC(=O)c2ccc(NS(=O)(=O)c3ccccc3)cc2)nnc1-c1cccs1
  -1% | -7% | -8% | nt | i | -16% | -18% | 0%
- O=C(c1ccc2c3c(cccc13)CC2)C1CCCN(Cc2ccc(OCCO)cc2)C1 (stereo unspecified)
  0% | 8% | ? | -22% | 3% | -27% | 1%[10 µM] | 1%
- O=C(Nn1c(-c2ccc(F)cc2)nc2ccccc2c1=O)C1CCCCC1
  -1% | -8% | 0% | nt | 2% | -8% | -13% | 3%
- Cc1ccc2nc(-c3ccccc3O)c(Nc3ccc4c(c3)OCCO4)n2c1
  -2% | 10% | ? | ? | -14% | 7.1µM*[quencher] | nt | 1%
- Cc1cc(C)cc(OCC(=O)NC(Cc2c[nH]c3ccccc23)C(=O)O)c1 (stereo unspecified)
  -3% | 10% | -3% | nt | nt | 3% | nt | 8%
- CC(=O)Nc1c(C(=O)N2CCCCCC2)cnn1-c1ccccc1Cl
  -3% | 11% | -7% | -20% | i | 0% | -12%[10 µM] | -19%
- COC(=O)CNC(=O)Cn1nc(C)c([N+](=O)[O-])c1C
  -1% | 1% | 7% | 11% | i | 3% | 14% | -2%
- CN(C)c1cc[n+](Cc2c(Cl)cccc2Cl)cc1
  3% | -1% | -5% | -12% | -7% | -1% | -39%[10 µM] | -3%
- O=C(CN1CCN(c2ncc(C(F)(F)F)cc2Cl)CC1)N1CCN(c2ncc(C(F)(F)F)cc2Cl)CC1
  0% | -2% | ? | nt | -8% | -16% | ? | -26%
- Cc1cc(NC(=O)CCC(=O)NNC(=O)c2ccc(C(C)(C)C)cc2)no1
  1% | -1% | -7% | -5% | i | -3% | 1%[10 µM] | 2%
- Cc1cc(C)nc(SCCC(=O)Nc2ccc(F)cc2)n1
  -6% | 3% | 2% | -15% | -2% | 1% | -10% | -2%
- O=C(C1CCCO1)N1N=C(c2ccc(Br)cc2)CC1c1ccco1 (stereo unspecified)
  2% | 1% | -7% | -9% | 1% | -1% | 11%[0.074 µM] | -5%
- CC(C)CC(=O)NNC(=O)c1ccc(Cl)cc1
  1% | -1% | -2% | -4% | -4% | -3% | -6%[10 µM] | 4%
- COc1ccc(/C=N/Nc2ncc(C(F)(F)F)cc2Cl)c(OC)c1OC
  -5% | -1% | -2% | 2% | -17% | -5% | 18%[10 µM] | 1%
- COC(=O)C1=C(C)N(Cc2ccco2)C(=O)N[C@H]1c1ccc(Br)cc1
  0%&-1% | 5%&4% | -8%&-10% | -9% | -10%&-15% | 5%&-15% | ? | 9%&-4%
- Clc1ccc(C2[C@H]3CN(Cc4ccc(-c5ccccc5)cc4)[C@H](c4ccccc4)C34CC2(c2cccnc2)C4)cn1 (stereo partly specified)
  -2%&0% | 5%&-7% | ? | nt | i | -24%&8% | -33%[inhibitor] | 7%&10%
- CCCCC(O)(CCCC)C(=O)NN(C(=O)CCl)c1ccccc1
  8% | ? | -2% | 8% | 0% | -2% | -26%[1.9 µM] | -4%
- CCN(c1ccccc1)S(=O)(=O)c1ccc(Cl)c(NC(=O)COC(=O)C2CC2C)c1 (stereo unspecified)
  -3% | -6% | 2% | 5% | -10% | -9% | -61%[inhibitor] | -6%
- CCOC(=O)COc1cccc2c(=O)n(CC(=O)NCCc3ccccc3)ccc12
  0% | 13% | -8% | 6% | i | -1% | nt | 5%

These rows are one share of the data, so the mix of outcomes need not match the whole.
